# High-throughput results deposited in PubChem by The Scripps Research Institute Molecular Screening Center.
# FBW7 activator: activators of human E3 ligase FBW7; Q969H0; AlphaScreen FBW7–phospho-cyclin E peptide binding, activator screen; normalized activity (activation), % at 26.1 µM; 650,000 tested, 0.13% active; in the data active means normalized activity above about 1.9%;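 further: purified mutant Fbw7 with reduced substrate affinity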
# Target sequence (Q969H0 whole entry, looked up): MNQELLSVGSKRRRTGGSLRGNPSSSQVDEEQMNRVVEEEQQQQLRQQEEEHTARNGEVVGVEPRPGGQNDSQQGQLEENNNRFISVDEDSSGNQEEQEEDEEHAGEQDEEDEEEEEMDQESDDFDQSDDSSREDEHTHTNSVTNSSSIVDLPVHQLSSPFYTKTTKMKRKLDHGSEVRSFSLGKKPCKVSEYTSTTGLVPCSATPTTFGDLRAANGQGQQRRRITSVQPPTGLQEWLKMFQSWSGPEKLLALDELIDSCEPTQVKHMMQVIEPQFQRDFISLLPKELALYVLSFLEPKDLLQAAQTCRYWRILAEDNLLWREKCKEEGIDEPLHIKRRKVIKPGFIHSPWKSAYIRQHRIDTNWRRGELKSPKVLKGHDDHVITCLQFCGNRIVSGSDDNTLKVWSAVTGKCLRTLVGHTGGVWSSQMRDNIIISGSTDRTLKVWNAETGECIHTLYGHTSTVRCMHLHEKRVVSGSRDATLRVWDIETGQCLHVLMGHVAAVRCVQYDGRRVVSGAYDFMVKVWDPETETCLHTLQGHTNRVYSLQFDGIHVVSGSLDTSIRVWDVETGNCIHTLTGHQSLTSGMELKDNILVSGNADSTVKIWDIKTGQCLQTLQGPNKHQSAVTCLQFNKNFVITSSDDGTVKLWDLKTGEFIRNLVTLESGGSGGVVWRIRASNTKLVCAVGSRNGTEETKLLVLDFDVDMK
# MITF primary: inhibitors of human MITF. AlphaScreen MITF homodimerization, bead proximity signal. AID 1259374. O75030. 650,000 tested, 0.91% active. inhibition, % at 2.6 µM; in the data active means inhibition above about 50%;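 further: 0% = vehicle wells with protein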
# GPR151 activ: activates the human receptor GPR151; activation, % at 11.2 µM; 650,000 tested, 1% active; PathHunter beta-arrestin GPR151 cells, luminescence; in the data active means activation above about 4.9%;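 further: 0% = median of compound wells and 100% = cells with positive control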
# Target sequence (Q8TDV0 whole entry, looked up): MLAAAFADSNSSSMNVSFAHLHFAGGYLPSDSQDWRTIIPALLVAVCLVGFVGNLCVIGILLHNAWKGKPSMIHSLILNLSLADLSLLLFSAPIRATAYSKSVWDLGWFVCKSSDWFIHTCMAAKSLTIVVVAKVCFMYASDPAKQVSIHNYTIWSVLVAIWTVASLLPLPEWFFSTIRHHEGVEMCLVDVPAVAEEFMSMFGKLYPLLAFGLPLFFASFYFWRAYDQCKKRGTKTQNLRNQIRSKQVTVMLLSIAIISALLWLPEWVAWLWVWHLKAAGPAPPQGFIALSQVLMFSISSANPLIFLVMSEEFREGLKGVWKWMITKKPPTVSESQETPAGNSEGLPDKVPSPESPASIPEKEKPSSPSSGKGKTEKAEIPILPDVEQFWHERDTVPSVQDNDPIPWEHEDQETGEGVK
# TEAD-YAP block: TEAD-YAP interaction inhibition | inhibition, % at 9.12 µM | HEK-TIYL cells, TEAD-Gal4/YAP UAS-luciferase luminescence | 640,000 tested, 1.4% active; in the data active means inhibition above about 32%;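 further: 0% = median of test compound wells and 100% = reference inhibitor wells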
# * = called active by the depositor; x = not tested or not shown. Hits appear at their usual frequency. About 3.4% of those tested had a hit in this group.
SMILES,FBW7 activator,MITF primary,GPR151 activ,TEAD-YAP block
Cc1ccc(-n2nc3ccc(NC(=S)NC(=O)c4oc5ccccc5c4C)cc3n2)cc1Cl,0.0,1,-0.5,1
CCN(c1ccccc1)S(=O)(=O)c1c(C)nc2sccn2c1=O,0.4,7,0.2,5
CS(=O)(=O)c1ccc(N2CCCN(C(=O)C3CCCCC3)CC2)c(F)c1,0.1,-18,2.9,11
CCOC(=O)C1=C(c2ccccc2)N=C2SCC(=O)N2C1c1ccc(N(C)C)cc1 (stereo not drawn),-0.3,-2,-0.2,4
Nc1nonc1-c1noc(COc2ccc([N+](=O)[O-])cc2)n1,0.1,4,1.0,-21
O=C(NCc1ccco1)c1cc(-c2ccc(Cl)cc2)n[nH]1,-0.1,0,0.4,-45
O=S(=O)(c1cccc(CO)c1)N1CCOCC1,0.1,6,-2.1,-4
CC(C)NS(=O)(=O)c1ccc(CCC(=O)NCc2ccc3c(c2)OCO3)cc1,0.0,-4,-0.3,1
COc1ccccc1C1CN(CCNC(=O)c2cnsn2)Cc2ccccc2O1 (stereo not drawn),-0.6,5,2.0,-5
Cc1c(C(=O)N2CCC(=O)CC2)sc2ncn(CC(=O)N3CCOCC3)c(=O)c12,0.7,11,0.9,-48
O=C(CCCn1c(=S)[nH]c2ccc(Br)cc2c1=O)NCc1ccccc1Cl,-0.1,-4,-0.7,10
Cc1ccc(C(=O)Nc2ccc(O)c(-c3nc4cc(C)ccc4o3)c2)cc1,0.0,-67,-0.4,0
COc1ccc(C2CC(c3cccs3)=NN2C(=O)CSc2nnc(CNC(=O)COc3ccccc3)n2-c2ccccc2)cc1 (stereo not drawn),0.0,-5,-1.4,3
COc1ccc(CNC(=O)c2ccc(N(C)S(C)(=O)=O)cc2)cc1,0.1,0,1.6,-5
O=C(CSc1nc(NCc2ccc(Cl)cc2)c2ccccc2n1)c1ccc(Cl)c(Cl)c1,-0.1,7,-1.9,7
O=C(NCCNc1ccc([N+](=O)[O-])cc1C(F)(F)F)c1cccc(F)c1,-0.2,-9,-1.3,-6
Cc1cc(/C=C(\C#N)C(=O)NCc2cccs2)c(C)n1-c1cccc([N+](=O)[O-])c1,0.2,2,-0.4,6
COCCNCCC1CCC(=O)N1CCc1ccc(F)cc1 (stereo not drawn),1.2,17,-1.6,8
O=C(c1ccccc1)N1C(=O)c2ccccc2OC12CCCCC2,0.2,11,-0.5,8
Cc1ccc(NC(=O)CCc2ccccc2)c(O)c1,0.0,7,-0.2,-48
Cc1ccc(S(=O)(=O)NCc2ccc3c(c2)cc(C)n3C)cc1,0.0,5,0.1,0
O=C(Nc1nc2ncccc2cc1-c1ccccc1)c1cccs1,1.2,12,-1.2,8
CCOc1ccc(NC(=O)/C(C#N)=C\c2ccc(OC)c(C(=O)O)c2)cc1,0.1,16,0.5,7
Cc1c(Cc2ccccc2)sc(NC(=O)C(C)(C)C)c1C(N)=O,0.0,17,-1.6,6
Cc1ccc(-n2cc(C(=O)NCCN3CCOCC3)c3ccccc3c2=O)cc1C,0.1,8,-0.2,9
O=c1oc2ccccc2cc1C1=Nn2c(nnc2-c2cccnc2)SC1,-0.3,-12,-0.4,3
COc1ccc(Cl)cc1C(=O)Nc1nnc(C)s1,0.1,4,-1.8,-13
CC1(C)Cc2c(cnn2-c2ccc(F)cc2F)-c2nc3ccccc3nc21,-0.5,-2,-0.3,2
O=S1(=O)CCCC1/C=N/N(Cc1ccccc1)c1ccccc1 (stereo not drawn),-0.2,5,-1.1,14
COc1ccc(NC(=O)c2oc3ccccc3c2NC(=O)c2ccco2)cc1,-0.1,-4,0.3,3
COc1ccccc1C1N(c2cccc3ccccc23)C(=O)N2CCCN12 (stereo not drawn),0.0,-2,1.7,2
CCOc1ccccc1OCCCN1CCOCC1,0.1,45,2.4,6
COc1ccc(-c2cc(NCCCN3CCOCC3)ncn2)cn1,0.9,8,-1.3,8
O=C(c1cc(F)c(F)cc1Cl)N1CCN(c2ccc([N+](=O)[O-])c(N3CCOCC3)c2)CC1,0.7,29,-1.2,13
O=C(NCc1ccc(F)cc1)C1CCN(c2ccc(-c3cccs3)nn2)CC1,0.3,7,-0.9,-17
O=C1NC(=O)C2(COC3(CCCC3)OC2)S1,-0.2,-21,-0.5,4
CCCSc1nc2c(c(=O)[nH]c(=O)n2C)n1CCC(C)C,0.6,14,-1.3,-8
O=C(Nc1ccc(Cl)cc1)NC1(C(F)(F)F)Oc2ccccc2O1,0.8,14,1.6,-7
CCCC(=O)Nc1ccc(N2CCCCC2)cc1,0.2,8,0.1,-34
Cn1c(=O)c2c(ncn2CC(=O)N/N=C/C=C\c2ccccc2[N+](=O)[O-])n(C)c1=O,0.0,-4,-0.4,-4
O=C(COC(=O)C1CC2C=CC1C2)c1ccc(Cl)cc1 (stereo not drawn),0.7,10,-1.8,-54
C=CC(=O)Oc1ccc(N2C(=O)c3cccc([N+](=O)[O-])c3C2=O)cc1,-0.1,-3,0.1,-5
O=C(CSc1n[nH]c(=O)[nH]c1=O)N/N=C/c1ccccc1,0.0,9,0.7,-6
COC(=O)C1=C(c2ccccc2)Nc2ncnn2C1c1ccccc1 (stereo not drawn),0.1,4,0.2,-7
O=C(O)CSC1=CC(=O)N(c2ccc(Br)cc2)C1=O,-0.1,17,-0.4,2
O=C(c1cc2ncccn2n1)N1CCC(CO)(Cc2ccccc2C(F)(F)F)CC1,0.3,6,0.6,-4
O=C(/C=C/c1ccc(F)cc1)NC(=S)Nc1ccc(S(=O)(=O)N2CCOCC2)cc1,-0.1,7,0.1,-2
COc1cccc(C2C=C(c3cccc(Br)c3)Nc3nc4ccccc4n32)c1OC (stereo not drawn),-0.2,-13,1.3,-62
Cc1ccc(C(=O)COC(=O)CCCC(=O)NC2CCCCC2)cc1C,0.0,-3,1.2,14
CC(C)(C)C(=O)NCC1Cc2cccc(-c3ncccn3)c2O1 (stereo not drawn),0.1,-1,0.3,-5
COc1cc(C(=O)N2CCc3ccccc32)cc(OC)c1OC,-0.1,3,0.8,0
CCC(Sc1nnc2c3ccccc3n(C)c2n1)C(=O)Nc1sc2c(c1C#N)CCCC2 (stereo not drawn),0.5,10,1.1,2
Cc1ccc(CN2CCN(Cc3cccc(O)c3)CC2CCO)cc1 (stereo not drawn),0.1,3,0.2,-2
N#CC1=C(N)OC2(C#N)CCCC12 (stereo not drawn),0.3,-7,1.1,-4
COc1ccc(-c2nc3cnccn3c2NCc2ccc3c(c2)OCO3)cc1OC,0.3,14,1.0,-19
O=C1C=Cc2ccc(N3CCOCC3)c3cccc1c23,-0.3,13,6.1*,-13
COC(=O)C1=C(C)N(CC2CCCO2)C(=O)/C1=C\c1ccc(Cl)c(Cl)c1 (stereo not drawn),-0.1,-12,-0.1,-11
Cc1c(CNCc2ccccc2Cl)c(C(=O)O)c(C)n1Cc1ccccc1,0.2,30,-0.2,4
CC(=O)N1CC(c2ccccc2)CC1=O (stereo not drawn),0.8,17,0.9,-15
Cc1c(Cl)cccc1NC(=O)CSc1nc2[nH]ncc2c(=O)n1-c1cccc(Cl)c1,0.7,9,0.5,30

# (more compounds)
SMILES,FBW7 activator,MITF primary,GPR151 activ,TEAD-YAP block
COC(=O)c1ccccc1NC(=O)c1noc(C(C)C)c1[N+](=O)[O-],0.1,0,-0.8,10
CN(NC(=O)COc1ccccc1)C1=NS(=O)(=O)c2ccccc21,0.0,-3,1.1,7
CC1(C)CC(=O)C(Sc2ccc(Cl)cc2)=C(N2CCOCC2)C1,0.2,17,0.9,3
CN(Cc1ccccc1)c1nc2c(c(=O)[nH]c(=O)n2C)n1Cc1ccc(Cl)cc1,0.2,9,0.9,-2
CCCCC(=O)N1c2ccc(OCC)cc2C(=C2SC(C(=O)OC)=C(C(=O)OC)S2)C(=S)C1(C)C,0.2,14,-0.4,-13
CCCCCNC(CC(=O)Nc1ccc(C(=O)OCC)cc1)C(=O)O (stereo not drawn),0.1,-6,-0.3,4
CC[C@@H](Cn1nc(-c2ccc(F)c(F)c2)ccc1=O)NC(=O)c1cccs1,0.3,15,0.0,2
N#C/C(=C\c1cc([N+](=O)[O-])ccc1Cl)c1nn(-c2ccccc2)c(N)c1C#N,-0.2,-2,-0.2,-7
O=C1NC(=O)N(c2ccccc2)C(=O)/C1=C\c1ccc(Cl)cc1,-0.1,22,-0.5,1
COc1ccc(CCNC(=O)c2nn(C)c3c2CS(=O)(=O)c2ccccc2-3)c(OC)c1,0.0,3,3.4,20
CCCCCCCCCCCCCCCC(=O)OCC(COP(=O)(O)OCC[N+](C)(C)C)OC(=O)CCCC(=O)O (stereo not drawn),x,10,-0.7,x
COc1ccc(CSCC(=O)Nc2ccccc2)cc1,0.1,-3,1.0,-19
Cc1ccc(C(=O)NCC(=O)OCc2ccc(Br)cc2)cc1,0.0,-3,-0.1,2
CCOc1ccc(-c2nc(C#N)c(N3CCN(C(=O)c4ccccc4Cl)CC3)o2)cc1,0.2,8,0.5,-2
O=C(Cc1c(C(=O)O)[nH]c2ccccc12)Nc1cccc(C(F)(F)F)c1,0.6,3,0.5,0
CC(C)(C)NC(=O)CSc1nnc(-c2cccs2)n1CC1CCCO1 (stereo not drawn),-0.1,-18,1.0,-3
O=C(NCCOc1ccccc1)c1cnc(Nc2nccc3ccccc23)s1,0.2,6,-2.8,-2
CCOC(=O)c1ccc2c(c1)nc(-c1ccc(F)cc1)c1nccn12,-0.1,-10,0.7,4
CCn1c(SCC(=O)Nc2ccccc2OC)nc(O)cc1=O,0.1,17,1.0,2
O=C(/C=C/c1cccc([N+](=O)[O-])c1)c1ccco1,0.2,9,-0.9,8

# A portion taken from the entries so far, as a working copy:
SMILES,FBW7 activator,MITF primary,GPR151 activ,TEAD-YAP block
Cc1ccc(-n2nc3ccc(NC(=S)NC(=O)c4oc5ccccc5c4C)cc3n2)cc1Cl,0.0,1,-0.5,1
CCN(c1ccccc1)S(=O)(=O)c1c(C)nc2sccn2c1=O,0.4,7,0.2,5
CS(=O)(=O)c1ccc(N2CCCN(C(=O)C3CCCCC3)CC2)c(F)c1,0.1,-18,2.9,11
CCOC(=O)C1=C(c2ccccc2)N=C2SCC(=O)N2C1c1ccc(N(C)C)cc1 (stereo not drawn),-0.3,-2,-0.2,4
Nc1nonc1-c1noc(COc2ccc([N+](=O)[O-])cc2)n1,0.1,4,1.0,-21

# Further entries follow.
SMILES,FBW7 activator,MITF primary,GPR151 activ,TEAD-YAP block
CC(C)Sc1nc2c(c(=O)[nH]1)C(c1cccnc1)C1=C(CCCC1=O)N2 (stereo not drawn),-0.1,-14,2.1,2
Cc1ccn2c(CNCCN(C)C)c(C(=O)N3CCCCCC3)nc2c1,0.0,-6,0.8,-9
Cc1ccccc1Nc1nc(N)nc(CN(C)Cc2ccc3c(c2)OCCO3)n1,-1.2,-6,2.5,6
O=C(Cn1cccn1)N1CCCC(COc2ccc(CN3CCOCC3)cc2)C1 (stereo not drawn),0.0,-20,-1.2,-6
Cc1onc(-c2ccccc2)c1C(=O)Nc1ccc2c(c1)OCCO2,0.8,16,-0.6,12
OC1CCN(Cc2ccc3c(c2)CN(Cc2ccc(Oc4ncccn4)cc2)CCO3)CC1,0.7,-5,-0.7,-11
N#Cc1c(-c2ccc(F)cc2)cc(-c2cccs2)nc1SCCN1CCCCCC1,-0.2,2,0.2,5
Cc1ccc(C(=O)O)cc1N1C(=O)CCCC1=O,-0.1,4,0.2,-6
CCOc1cccc(/C=C2/NC(=O)N(CC(=O)Nc3cccc(C)c3)C2=O)c1O,0.0,-4,0.8,14
CCOc1ccc(N=c2scc(-c3ccc(S(=O)(=O)N4CCOCC4)cc3)n2C)cc1,-0.3,-1,1.2,-11
CCNC(=O)Nc1cc2nc(C)n(Cc3ccc(-c4cccc(OC)c4)cc3)c2nc1C,0.0,4,-0.8,-16
COc1cccc(-n2nc(C(=O)N(C)Cc3ccccc3)c3ccccc3c2=O)c1,-0.1,-1,-0.1,7
NC(=O)NC(=O)CSc1ccc(Cl)cc1,0.1,10,-2.1,3
COc1ccc(C2C(C#N)C(=O)NC(=O)C2[n+]2ccccc2)cc1OC (stereo not drawn),-0.1,-5,-0.2,4
CN(C#N)c1nc(N2CCOCC2)nc(N2CCOCC2)n1,-0.1,7,0.0,0
CCOC(=O)c1sc(NC(=O)CCSC)nc1C,0.1,12,-1.5,10
CCOc1ccccc1N1CCN(Cc2c(C)n(C)n(-c3ccccc3)c2=O)CC1,-0.2,2,-1.8,6
Cc1cc2c(cc1C)NC(c1ccncc1)C1=C(CC(C)(C)CC1=O)N2 (stereo not drawn),0.3,30,1.3,1
COc1ccc2oc(=Nc3ccccc3OC)c(C(=O)NC(C)=O)cc2c1,0.0,4,0.6,-10
COc1cc(S(=O)(=O)N2CCN=C2c2ccccc2)c(OC)cc1Cl,0.1,15,-0.2,4
Cc1onc(-c2ccccc2)c1C(=O)N1CCCC1C(=O)O (stereo not drawn),0.1,14,2.6,5
Cc1cc(NC(=O)COC(=O)c2ccc3c(c2)OCO3)no1,-0.1,-4,0.9,1
COCCNC(=O)C(=O)N/N=C(\C)CC(=O)Nc1ccc(Cl)cn1,-0.2,6,0.5,-3

# In the list so far, 4 have a furan ring, fused or not:
SMILES,FBW7 activator,MITF primary,GPR151 activ,TEAD-YAP block
Cc1ccc(-n2nc3ccc(NC(=S)NC(=O)c4oc5ccccc5c4C)cc3n2)cc1Cl,0.0,1,-0.5,1
O=C(NCc1ccco1)c1cc(-c2ccc(Cl)cc2)n[nH]1,-0.1,0,0.4,-45
COc1ccc(NC(=O)c2oc3ccccc3c2NC(=O)c2ccco2)cc1,-0.1,-4,0.3,3
O=C(/C=C/c1cccc([N+](=O)[O-])c1)c1ccco1,0.2,9,-0.9,8
